Screening data: PubChem BioAssay, several laboratories
Hep lipid drop – hepatic lipid droplet formation modulation. AML12 mouse hepatocytes, oleate lipid droplets, BODIPY imaging. inhibition, % at 6.5 µM. 240,000 tested, 0.4% active. AID 1656;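 active means lipid droplet intensity inhibited by at least 50%, with more than 500 cells counted; inconclusive means wells with under 300 cells, treated as cytotoxic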
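Technique: fluorescence imaging, 20x objective, two fields per well / Assay system: AML12 hepatocytes (mouse) / Measure: % inhibition of lipid droplet signal / Doses: 6.5 µM single-point dosing / Incubation: overnight exposure / Reagent: 100 µM oleic acid challenge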
P. falciparum M17LAP – P. falciparum M17LAP inhibitors, primary screen, biochemical, fluorogenic H-Leu-NHMec substrate, 1536-well (AID 1619). recombinant M17LAP, H-Leu-NHMec fluorogenic kinetic assay; higher % means a stronger effect. inhibition, % at 30 µM, or IC50 in µM where a hit was titrated. 220,000 tested, 0.38% active;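 active means compound inhibiting the enzyme by more than half at any dose during confirmatory dose-response retesting; inconclusive means strong single-dose inhibitors picked by rank but not retested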;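 further: plate controls were full reaction with DMSO carrier for no effect and no enzyme background for full effect; strong numbers were not always called active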
XIAP antagonists – small molecules displacing peptide from XIAP – biochemical, IAP family, fluorescence polarization (AID 1018) | displacement, % at 20 µM; hits with a dose series show IC50 in µM | 200,000 tested, 0.007% active | XIAP BIR domain, fluorescence polarization peptide displacement; higher % means a stronger effect; in the data active means displacement above about 50%; further: a part of the inactive calls stands beside numbers as strong as those of hits
LYP inhibition – inhibitors of LYP phosphatase, biochemical, fluorescence intensity, uHTS (AID 1779) | inhibition, % at 11.5 µM, or IC50 in µM where a hit was titrated | recombinant LYP phosphatase, fluorescence intensity; higher % means a stronger effect | 290,000 tested, 0.054% active;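 further: plate controls were vehicle with enzyme for no effect and no enzyme for full effect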
P. falciparum M1AAP – P. falciparum M1AAP inhibitors, biochemical, fluorogenic H-Leu-NHMec substrate, 1536-well (AID 1445) | recombinant M1AAP, H-Leu-NHMec fluorogenic kinetic assay; higher % means a stronger effect | one-dose inhibition, % at 30 µM; IC50 in µM for titrated hits | 220,000 tested, 0.42% active;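 active means primary inhibition above the hit cutoff, then over 50% inhibition at one or more dose response concentrations, cut at about 23% in these data, passing the limit was not always enough; inconclusive means conflicting primary data, or primary hits not chosen for dose response; inactive means low primary inhibition, or under 50% at every dose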;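 further: plate controls were DMSO full reaction for no effect and no enzyme background for full effect; strong numbers were not always called active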
Siah-1 displacement – Siah-1 peptide-binding antagonists, primary screen, biochemical, fluorescence polarization, rhodamine-plectin, uHTS (AID 1817); Siah-1 / rhodamine-plectin peptide fluorescence polarization; higher % means a stronger effect; one-dose displacement, % at 20 µM; IC50 in µM for titrated hits; 290,000 tested, 0.02% active;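 active means displacement of at least 50% at 20 µM, with a fluorescence ratio check between 0.3 and a set limit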;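 further: plate controls were Siah plus tracer with DMSO for no effect and tracer alone without Siah for full effect; strong numbers were not always called active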
AID2073 – inhibitors of Mint1-CaV2.2 protein interaction, biochemical, HTRF (AID 2073); inhibition, % at 20 µM; hits with a dose series show IC50 in µM; HTRF protein-protein interaction, Mint1-CaV2.2; higher % means a stronger effect; 290,000 tested, 0.19% active; in the data active means inhibition mostly above about 51%, no sharp cut-off; inconclusive means no clear call, values can overlap the other calls; inactive means mostly below about 53%; further: some results filed as inactive read as strong as hits
CSM14.1 death rescue – protection against thapsigargin-triggered cell killing – 384-well, CSM14.1, ATP luminescence, primary screen (AID 1222). CSM14.1 thapsigargin-induced death rescue, ATP luminescence; higher % means a stronger effect. cellular ATP content (survival), % at 20 µM; hits with a dose series show EC50 in µM. 190,000 tested, under 10 active;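 active means EC50 below 50 µM in the dose-response confirmation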;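 further: death triggered by thapsigargin at about 15 µM added after 2 h compound pretreatment; cell ATP read after overnight thapsigargin exposure of roughly 18 to 22 hours; normalized against plate controls of thapsigargin alone and 5% DMSO vehicle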
NOD2 inhibition – NOD2 signaling inhibitors, cell-based, luminescence, uHTS, HEK293 (AID 1566). HEK293 NOD2/NF-kB luciferase reporter, luminescence; higher % means a stronger effect. inhibition, % at 4 µM; hits with a dose series show EC50 in µM. 290,000 tested, 0.63% active; further: many of its hits are not listed in these tables
Hep lipid drop cells 6.5 µM – recorded beside Hep lipid drop, whose call it bears; cell count; measured here: cell count, cytotoxicity flag;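 cells counted across two imaged fields per well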
Numbers without * were called inactive; u = inconclusive; x = not tested or not shown. Unless noted, no stated cut-off is given here; in the data, active means inhibition above about 50%; inactive means the rest. The list is partial; the hit share may differ from the screen's.

SMILES	Hep lipid drop	Hep lipid drop cells 6.5 µM	P. falciparum M17LAP	XIAP antagonists	LYP inhibition	P. falciparum M1AAP	Siah-1 displacement	AID2073	CSM14.1 death rescue	NOD2 inhibition
COC(=O)Nc1ccc(S(=O)(=O)N2CCCC(C(=O)NC3CCCCC3)C2)cc1 (stereo not drawn)	18	751	-6%	-4.2%	-5%	-2%	-1%	-11%	0.5%	18%
Cc1cc(O)c(C)c(O)c1/C=N/NC(=O)c1cccnc1	59*	796*	x	x	-7%	x	6%	3%	x	20%
O=C(Nc1nccs1)c1c(O)c2c([nH]c1=O)CCCC2	x	x	8%	x	-10%	22%	-8%	10%	x	-92%
CC(C)CC(=O)Nc1ccc(S(=O)(=O)NCc2ccco2)cc1	-2	800	8%	-9.0%	-14%	2%	-1%	u	0.3%	20%
CCOC(=O)c1cc(-c2ccc(OC)cc2)n(CCC(=O)NC2CCN(Cc3ccccc3)CC2)c1C	10	684	-6%	1.0%	2%	7%	4%	-10%	1.3%	-7%
CS(=O)(=O)C1=NSC2=NC(=O)/C(=C\c3ccc(OC(=O)c4ccco4)cc3)C(=N)N21	22	750	x	x	2%	x	3%	18%	x	17%
CC1CC(=O)N(CC(=O)Nc2cccc(F)c2)c2ccccc2S1(=O)=O (stereo not drawn)	1	738	x	x	-8%	x	-6%	18%	x	-5%
Cc1nonc1NC(=O)c1ccccc1Br	8	806	-3%	-5.8%	-2%	-3%	-1%	0%	-1.0%	-12%
O=[N+]([O-])c1ccccc1S(=O)(=O)Nc1ccc(S(=O)(=O)Nc2nccs2)cc1	-4	860	x	x	-3%	x	2%	-18%	x	9%
COc1ccc(-c2nn(-c3ccccc3)cc2/C=N/Nc2ccccn2)cc1	16	691	-15%	-1.0%	-1%	7%	-1%	12%	1.7%	-16%
O=C(COC(=O)C1COc2ccccc2O1)NC(=O)NC1CCCC1 (stereo not drawn)	0	742	-3%	-0.8%	-11%	9%	-2%	-1%	-0.3%	12%
NC(=S)Nc1ncc(CCN2CCOCC2)c(-c2ccc(F)cc2)n1	-1	657	-4%	-1.7%	2%	14%	-4%	1%	0.0%	5%
N/C(Cc1ccc([N+](=O)[O-])cc1)=N\OC(=O)c1ccccc1Br	-1	582	4%	0.7%	-3%	7%	4%	-2%	-0.3%	6%
Cc1cc2oc(=O)cc(C)c2cc1NC(=O)CCC(=O)O	22	853	-8%	x	-7%	3%	1%	-4%	-1.2%	-12%
Cc1ccc2c(CC(=O)Nc3cccc(S(=O)(=O)N4CCOCC4)c3)coc2c1	1	673	-4%	-3.2%	-1%	3%	5%	6%	0.6%	2%
COc1ccc(OCC(=O)Nc2c3c(nn2-c2ccc(OC)cc2)CS(=O)(=O)C3)cc1	5	833	x	x	-9%	x	5%	-2%	x	2%
Cc1ccc(/C=N/n2c(C)nnc2C)cc1	14	659	-7%	-3.2%	0%	1%	3%	0%	-0.8%	1%
N=c1c2c(-c3ccccc3)c(-c3ccccc3)oc2ncn1CCCN1CCOCC1	x	x	2%	-5.5%	-7%	9%	-5%	-6%	0.3%	14%
CCOC(=O)N1CCN(C(=O)Cn2ncc3ccccc32)CC1	-3	653	11%	-5.9%	-3%	2%	4%	3%	-1.5%	1%
COc1ccc(/C=C/C(=O)NC(=S)N2CCCCC2)cc1OC	-8	786	x	x	-8%	x	12%	-3%	x	9%
O=C(CNC(=O)c1ccc(Br)o1)NC1CCCCC1	-8	838	x	x	-6%	x	0%	19%	x	-4%
Cc1cc(C)c(NC(=O)c2c[nH]c(=S)n2-c2ccc(F)cc2)c(C)c1	-8	620	-6%	-4.4%	-6%	18%	6%	12%	-0.2%	4%
Cc1cc(C)n(-c2ccc(C(=O)Nc3ccccn3)cc2)n1	x	x	13%	0.0%	-3%	7%	-4%	-4%	-3.4%	-63%
C=CCOc1cccc(C2/C(=C(/O)c3ccc4c(c3)CC(C)O4)C(=O)C(=O)N2CCN2CCOCC2)c1 (stereo not drawn)	-14	729	x	x	-9%	x	5%	40%	x	21%
CC(=O)C(Sc1ncnc2c1nnn2-c1ccc(F)cc1)C(=O)N(C)C (stereo not drawn)	-7	675	6%	-7.7%	-4%	16%	-1%	13%	0.5%	-13%

Additional records follow.
SMILES	Hep lipid drop	Hep lipid drop cells 6.5 µM	P. falciparum M17LAP	XIAP antagonists	LYP inhibition	P. falciparum M1AAP	Siah-1 displacement	AID2073	CSM14.1 death rescue	NOD2 inhibition
O=C(N/N=C/c1cccnc1)C12CC3CC(CC(C3)C1)C2	5	707	-9%	-2.5%	-4%	-3%	4%	-12%	0.0%	13%
O=C(Nc1nnc(C2CCCC2)s1)C1CCN(S(=O)(=O)c2ccc(Cl)cc2)CC1	2	791	-11%	-0.1%	-2%	-3%	9%	-7%	20%	9%
COc1ccc(C)cc1N/C(N)=N/c1nc(C)cc(C)n1	-48	613	-15%	-7.7%	-8%	17%	3%	-6%	-1.3%	-8%
O=C(c1ccccc1)c1sc(N2CCOCC2)nc1-c1ccccc1	-10	701	7%	-4.1%	3%	1%	5%	-16%	0.7%	8%
Cc1cc(C)n(CCN(C)C(=O)CCc2nnc(-c3ccc4c(c3)OCO4)o2)n1	-7	646	-9%	-1.8%	-6%	-4%	-2%	-8%	-0.5%	-10%
N#Cc1c(Cl)nc(N/N=C/c2ccccc2)c(Cl)c1Cl	-1	634	0%	-6.3%	-2%	5%	-6%	-21%	-1.7%	1%
Cc1nnc2c3ccccc3c(-c3cccs3)nn12	9	681	0%	-3.2%	-4%	7%	1%	31%	-0.4%	4%
O=C(CN1CCN(S(=O)(=O)c2ccc(Br)cc2)CC1)N/N=C/c1cccs1	-32	590	2%	4.6%	-6%	0%	8%	7%	-0.2%	11%
COc1ccc(C2C(C(=O)c3ccco3)=C(O)C(=O)N2c2nnc(C)s2)cc1OC (stereo not drawn)	-1	781	x	x	-7%	x	6%	-14%	x	-12%
COCCNC(=O)c1ccc2c(=O)n(Cc3ccco3)c(SCC(=O)NC3CCCCC3)nc2c1	x	x	4%	0.8%	-3%	2%	-1%	-5%	-1.5%	0%
COc1ccc(NC(=O)CC2C(=O)N(c3cccc(OC)c3)C(=O)N2CCC(C)C)cc1 (stereo not drawn)	-2	739	4%	-2.0%	8%	2%	-4%	1%	-3.0%	-39%
COc1ccc2[nH]c(C(=O)N3CCC(Cc4ccccc4)CC3)cc2c1	x	x	x	x	1%	x	-4%	19%	x	-8%
Cn1c(CNC(=O)c2ccco2)nnc1SCC(=O)N1c2ccccc2Sc2ccccc21	7	718	3%	-13%	-3%	9%	1%	-5%	-1.1%	6%
CCc1ccc(-c2cc(C)no2)cc1S(=O)(=O)Nc1cccc(CN2CCCC2)c1	-15	660	x	x	-1%	x	7%	2%	x	14%
Cc1cccc(C)c1OCc1n[nH]c(=S)n1N	-5	666	15%	-1.2%	-2%	8%	-1%	16%	1.4%	-2%
COc1ccc2cc(S(=O)(=O)N3CCCC(C)C3)ccc2c1 (stereo not drawn)	6	748	x	x	1%	x	3%	-3%	x	34%
O=C(COc1ccc(S(=O)(=O)N2CCOCC2)cc1)NCc1ccccn1	11	682	x	x	-6%	x	12%	8%	x	4%
O=C(Nc1cccc(Cl)c1)NC1(C(=O)NCc2cccs2)CCCCC1	-16	662	-5%	-7.7%	-2%	5%	2%	5%	-0.4%	10%
COc1ccc(OC(=O)c2cnc3n(c2=O)CCS3)cc1	1	715	7%	x	-1%	8%	0%	15%	x	3%
O=c1c2ccccc2nc(/C=C/c2ccc(Cl)cc2)n1CCO	1	906	x	x	-2%	x	-3%	21%	x	-62%
CC1CCCCN1S(=O)(=O)c1ccc(S(=O)(=O)N(Cc2ccccc2)Cc2ccco2)cc1 (stereo not drawn)	-89	677	-6%	-1.1%	2%	3%	14%	31%	-0.4%	20%
Cc1nonc1OCCNc1ccc([N+](=O)[O-])cc1	8	663	7%	-6.4%	-4%	3%	-2%	-7%	-1.7%	-11%
Oc1ccc(Cl)cc1C1=NNC(c2ccc(Cl)cc2)C1 (stereo not drawn)	-3	544	0%	-3.0%	1%	-1%	-1%	4%	-2.8%	-28%
COc1ccccc1CNC(=O)COc1ccc(S(=O)(=O)N2CCCC2)cc1	8	820	x	x	-5%	x	5%	6%	x	6%
CC1CCN(C2CC(=O)N(c3ccccc3)C2=O)CC1 (stereo not drawn)	0	685	-10%	-1.1%	-7%	-1%	-3%	13%	-0.4%	11%

Going on with the list.
SMILES	Hep lipid drop	Hep lipid drop cells 6.5 µM	P. falciparum M17LAP	XIAP antagonists	LYP inhibition	P. falciparum M1AAP	Siah-1 displacement	AID2073	CSM14.1 death rescue	NOD2 inhibition
O=C(CNC(=O)c1cccc(Cl)c1)N/N=C/c1cccnc1	-3	703	-4%	x	-8%	2%	-2%	-16%	x	14%
CCOC(=O)CSc1nc2ccccc2c(=O)n1CC1CCCO1 (stereo not drawn)	x	x	8%	-0.6%	-9%	4%	6%	-2%	2.7%	10%
Cc1ccc(C)c(NC(=S)N2CCC(NC(=O)c3ccccc3)CC2)c1	14	707	x	x	-8%	x	-2%	-17%	x	-1%
C#Cc1ccc([C@H]2C=C(C(=O)NCc3ccccc3)O[C@@H](OCC)[C@@H]2CCCO)cc1	-15	725	-8%	1.4%	3%	8%	-1%	-2%	6.6%	11%
O=[N+]([O-])c1cc(/C=N\O)ccc1Oc1ccc(F)cc1	-9	683	-5%	-7.4%	-6%	4%	-4%	0%	0.0%	-22%
Cc1ccccc1-n1c(C)n[nH]c1=S	x	x	-8%	-1.7%	-9%	-4%	-1%	-6%	-0.7%	26%
O=C(Cn1cccn1)N1CCCC(N2CCN(c3cccc(C(F)(F)F)c3)CC2)C1 (stereo not drawn)	-9	798	x	x	-16%	x	-7%	2%	x	2%
COc1ccccc1CNc1ncccc1[N+](=O)[O-]	x	x	x	x	-6%	x	-2%	4%	x	-3%
Cc1ccc2nc(C3CCCN(C(=S)Nc4ccccc4C)C3)[nH]c2c1 (stereo not drawn)	x	x	2%	-10%	-4%	-2%	2%	-33%	-1.2%	4%
COc1cccc(CN(CC2CCCO2)S(=O)(=O)c2ccc(S(=O)(=O)NCC3CCCO3)cc2)c1OC (stereo not drawn)	6	804	-2%	-5.8%	-2%	4%	-5%	-7%	-1.3%	-2%
C=CCN(c1ccc(C(=O)Nc2ccc3c(c2)OCO3)cc1)S(C)(=O)=O	11	738	-3%	-2.6%	-1%	-1%	12%	20%	0.4%	6%
